Screening data deposited in PubChem BioAssay by National Center for Advancing Translational Sciences (NCATS).
ERK EGF inh – EGF-driven ERK pathway inhibition; HEK293-V1b, EGF-stimulated phospho-ERK AlphaScreen; Potency, µM (doses to about 11.5 µM), for the others: at the top dose activity change, negative = inhibition, usual class: inhibitors; hit rate 0.41% among 130,000; active = well fitted inhibition curve with a large enough effect; inconclusive = small, poorly fitted or top-dose-only effect, or effect the other way;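 also: plate controls were stimulated vehicle wells for no effect and unstimulated vehicle basal for full effect; nearly all actives have a fitted effect of over 55% in size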
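In this qHTS, HEK293 cells with stable type-1 vasopressin (V1b) receptor were exposed to compound at 37C for 30 min, stimulated 5 min with EGF at 25 nM, lysed, and probed for phospho-ERK by AlphaScreen.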
* marks the source's active call; other numbers are inactive results; ? = inconclusive; [ ] = remark or other dose. Potency is read from the fitted curve at half-maximal effect. An excerpt, so the mix of outcomes need not match the whole.

Start of the data: the first six records (preview)
smiles,ERK EGF inh
Cc1ccnc2nc(C(=O)OCC(=O)N(CC(C)C)CC(C)C)nn12,1%
O=C(Nc1cccc(Cl)c1)/C(=C\c1cccnc1)NC(=O)c1ccco1,-6%
CCOC(=O)c1ccc(NC(=S)N(CCCN2CCCC2)Cc2cccs2)cc1,-1%
Cc1cc(C(=O)CN2C(=O)C(=O)N(CC(C)C)C2=O)c(C)n1-c1ccccc1F,1%
O=C(COCc1nc2ccccc2c(=O)[nH]1)NCC1CCCCC1,3%
COc1ccccc1NC(=O)Nc1cc(NC(=O)Nc2ccccc2OC)c(C)nc1C,0%

This part in full, repeating the preview:
smiles,ERK EGF inh
Cc1ccnc2nc(C(=O)OCC(=O)N(CC(C)C)CC(C)C)nn12,1%
O=C(Nc1cccc(Cl)c1)/C(=C\c1cccnc1)NC(=O)c1ccco1,-6%
CCOC(=O)c1ccc(NC(=S)N(CCCN2CCCC2)Cc2cccs2)cc1,-1%
Cc1cc(C(=O)CN2C(=O)C(=O)N(CC(C)C)C2=O)c(C)n1-c1ccccc1F,1%
O=C(COCc1nc2ccccc2c(=O)[nH]1)NCC1CCCCC1,3%
COc1ccccc1NC(=O)Nc1cc(NC(=O)Nc2ccccc2OC)c(C)nc1C,0%
Cc1ccc(C(c2c(C)nn(-c3ccccc3)c2N)c2c(C)nn(-c3ccccc3)c2N)cc1,0%
COc1cccc(CNCc2ccc(C(=O)O)cc2)c1OC,-16%
CCC(C)C(NC(N)=O)C(=O)Nc1ccc(C(=O)OC)cc1 (stereo not given),-9%
CC(C)C12CN3CC(C(C)C)(CN(C1)C3c1ccccc1)C2O (stereo not given),-12%[57.5 µM]

Sorted by heavy-atom count (largest number first): three of the compounds above.
smiles,ERK EGF inh
Cc1cc(C(=O)CN2C(=O)C(=O)N(CC(C)C)C2=O)c(C)n1-c1ccccc1F,1%
O=C(Nc1cccc(Cl)c1)/C(=C\c1cccnc1)NC(=O)c1ccco1,-6%
Cc1ccnc2nc(C(=O)OCC(=O)N(CC(C)C)CC(C)C)nn12,1%

More compounds
smiles,ERK EGF inh
CCOC(=O)Cc1nnc(Nc2ccc(C)cc2C)c2ccccc12,-5%
Cc1ccc(C(=O)N/C(=C/c2ccc(F)cc2)C(=O)NCc2ccncc2)cc1,4%
OCCC1CN(Cc2cccn2-c2ncccn2)CCN1C1CCCC1 (stereo not given),29%
NNC(=S)NC1CC2CC1C1C=CCC21 (stereo not given),17%[57.5 µM]
CCN(CC)S(=O)(=O)c1ccc(NS(=O)(=O)c2ccc(OC)c([N+](=O)[O-])c2)cc1,5%
O=S1(=O)N=C(Nc2ccc(N3CCOCC3)cc2)c2ccccc21,10%
COc1ccc(Nc2nc(-c3ccccc3)c(C(=O)Nc3cccnc3)s2)cc1,8%
C/C(=N\NC(=O)CSc1nnc(C)s1)c1ccc(O)cc1,8%
CCCCNC(=S)N(C)/N=C/c1ccccc1F,-5%
CN(c1ccc(C(=O)Nc2ccc(S(=O)(=O)N3CCCC3)cc2)cc1)S(C)(=O)=O,-1%
Cn1c(CN2CCCC(C(=O)c3ccc4c(c3)OCO4)C2)nc2ccccc21 (stereo not given),9%
Cc1ccccc1Cn1nc(C)c(NC(=O)/C=C/c2cnn(C)c2C)c1C,7%
CCC(Oc1ccccc1)C(=O)NC1CCSC1=O (stereo not given),-1%
Cc1ccc(-c2nnc(SCCC(=O)N3CCOCC3)o2)cc1,3%
COc1ccc(CN2C(=O)c3ccccc3C2=O)cc1C(=O)Nc1ccc(C)cc1C,-8%
Cc1nnc(N(C)C(=O)c2ccncc2)s1,-1%
CC(C)N1CCC(NC(=O)Nc2ccccc2)CC1,-8%
Cc1nc(NC(=O)c2cc(-n3cnnc3)ccc2Cl)ccc1Br,5%
Cc1ccc(CC2CC(=O)N(c3ccc(C)cc3)C2=O)cc1 (stereo not given),-17%
Cc1csc(NC(=O)CSc2nnc(C)c(=O)n2N)n1,-3%
O=C(Nc1nc2ccc(Cl)cc2s1)c1ccc(N2CCCCC2)c([N+](=O)[O-])c1,0%
CC(=O)C1=C(C)NC(=S)NC1c1cccc([N+](=O)[O-])c1 (stereo not given),0%
Cc1occc1-c1nnc(-c2cc([N+](=O)[O-])cc([N+](=O)[O-])c2)o1,26%
COC(=O)c1ccc(OCC(O)CN(CCO)CC(O)Cn2ccc3ccccc32)cc1 (stereo not given),3%
COC(=O)COc1cccc2c(=O)n(CC(=O)NCCc3ccccc3)ccc12,4%
S=C(NC1CCCCC1)N1CCN(Cc2ccccc2)CC1,-1%
O=C(NC(Cc1c[nH]c2ccccc12)C(=O)N1CCOCC1)c1cccs1 (stereo not given),-2%
C#CCNC(=O)C1=C[C@@H](C(C)(C)C)C[C@@H](OCc2ccc(CO)cc2)O1,-19%[57.5 µM]
CSc1cccc(NC(=O)OC2CCCCCCCCCCC2)c1,7%[57.5 µM]
CCn1nc(NC(=O)Cc2ccc(OC)cc2)c2cc3cccc(C)c3nc21,1%[57.5 µM]
Cc1cc(C)c(C#N)c(SC(C(=O)NC(C)(C)C)c2ccccc2)n1 (stereo not given),-4%[57.5 µM]
O=S(=O)(c1ccc(NC(=S)NN=C2CCCCC2)cc1)N1CCOCC1,-6%
Cc1cccc(Cn2c(Cc3ccccc3)nc3ccccc32)c1,12%
CN(c1ccccc1C(=O)Nc1ccc(S(=O)(=O)N2CCOCC2)cc1)S(=O)(=O)c1ccccc1,-2%
COc1ccccc1N(C1=NCCCS1)S(=O)(=O)c1ccc(C(C)(C)C)cc1,-4%
CN(CC(=O)Nc1cccc(F)c1)CC(=O)Nc1cccc(S(=O)(=O)N2CCCCCC2)c1,?
Cc1ccc2ccc(C(Nc3cccc(C(F)(F)F)c3)c3cccnc3)c(O)c2n1 (stereo not given),5%
COc1ccc(/C=C/C(=O)c2ccc(OC)cc2O)cc1,?
Cc1nn(C)c(C)c1NC(=O)CCl,-3%
Cc1ccc(C(=O)NC(=S)Nc2ccccc2C)cc1,11%

(listing goes on)
SMILES,ERK EGF inh
CCOC(=O)C(NC(=O)NCc1ccc(OC)cc1)(OCC)C(F)(F)F (stereo not given),12%
Cc1c(C(=O)Nc2ccccc2)sc2nc[nH]c(=O)c12,-1%
O=C(CSc1nc2ccccc2n1CC(=O)N1CCOCC1)N1CCCC1,16%
CC(C)[C@H](NC(=O)c1ccccc1)C(=O)OCC(=O)NCCc1ccc(F)cc1,6%
COc1cc(/C=N/N2CCOCC2)ccc1OCc1ccccc1,-2%
Cc1cccc(NC(=S)NC2CCCC2)c1,31%
Cc1ccc(C2CCN(C(=S)NC(C)C)C2)cc1 (stereo not given),6%[57.5 µM]
COc1ccc(N2C(=O)Cc3c2nc(N)c(C#N)c3N)cc1,-3%[57.5 µM]
CC1(N2CCOCC2)C(=O)c2ccccc2C1=O,6%
Cc1ccc(NC(=O)C[n+]2ccn(C3=C([O-])c4ccccc4C3=O)c2)cc1,-3%
CSC1=N/C(=C\c2cccnc2)C(=O)N1c1ccccc1,0%
C=CCn1c(=S)[nH]c2scc(-c3ccco3)c2c1=O,-2%[57.5 µM]
O=C(COc1cccc(Br)c1)N/N=C1\CCCc2ccccc21,-3%
CCn1nc(C)c(NC(=O)/C=C/c2ccc(OC)c(COc3ccc(Br)cc3)c2)c1C,11%
CC(C)OC(=O)/C(C#N)=C/c1ccc(-c2ccc(SC(F)F)cc2)o1,6%
CCOC(=O)c1nnn(CC(=O)NC(=O)Nc2cccc(CC)c2)c1C(=O)OCC,-1%
O=C(COc1ccccc1[N+](=O)[O-])NCc1cccnc1,0%
Cc1c(C(=O)O)cccc1-c1ccc(/C=N/Nc2ccc(Br)cc2)o1,9%
CCOc1ccc(NC(=O)c2ccc(N)cc2)cc1,-2%
CCCN1C(=O)/C(=C/c2c(N3CCNC(=O)C3CC(=O)OCC)nc3c(C)cccn3c2=O)SC1=S (stereo not given),-10%[57.5 µM]

Continued (3 carried over from the part before).
SMILES,ERK EGF inh
Cc1c(C(=O)O)cccc1-c1ccc(/C=N/Nc2ccc(Br)cc2)o1,9%
CCOc1ccc(NC(=O)c2ccc(N)cc2)cc1,-2%
CCCN1C(=O)/C(=C/c2c(N3CCNC(=O)C3CC(=O)OCC)nc3c(C)cccn3c2=O)SC1=S (stereo not given),-10%[57.5 µM]
O=C(CSc1ccc(-c2nc3ccccc3[nH]2)cn1)Nc1ccc(S(=O)(=O)NC2CC2)cc1,6%
Cc1c(Cl)cnc(NC(=O)COC(=O)Cc2coc3ccc4ccccc4c23)c1Cl,-10%
Cc1ccc(C(=O)NCC(=O)Nc2ccccc2C(F)(F)F)cc1,-12%
CCN1CCN(c2cc(C)c3cc(NC(=S)N4CCN(c5ccccc5F)CC4)ccc3n2)CC1,4%
COc1ccc(-n2c(SCC(=O)O)nnc2-c2ccc(NC(=O)c3ccccc3)cc2)cc1,-8%[57.5 µM]
Cc1ccccc1-n1c(C)nnc1SCC(=O)N1CCc2ccccc2C1,4%
CCN(CC)C(=O)CSc1nnc(NC(=O)CCc2ccccc2)s1,-15%
Cc1ccc(-c2c(C#N)c(N)nc3c2CCCC3)o1,-8%
Oc1ccc2c(c1)OCC1c3cc4c(cc3OC21)OCO4 (stereo not given),15%
Cc1ccc(NC(=O)CSc2nnc(-c3ccccn3)n2N)c(Br)c1,9%[57.5 µM]
Cc1nc(CSc2nnc(Nc3cccc(C)c3C)s2)cs1,-2%
COc1cccc(/C=C/C(=C2/C(=O)N(c3ccccc3)N=C2C)c2ccc(C)cc2)c1OC,2%
COc1cc([N+](=O)[O-])cc(/C=N/NC(=O)c2cc(C)nc3ccccc23)c1O,-9%[57.5 µM]
Cc1c(NS(=O)(=O)c2ccc3nc(COc4ccccc4Cl)[nH]c3c2)c(=O)n(-c2ccccc2)n1C,-13%
COc1ccc(NC(=O)c2oc3ccc(S(=O)(=O)N4CCOCC4)cc3c2C)cc1,-1%
CCCc1ccc(OCc2nc(-c3ccc(NC(=O)c4cccs4)cc3)no2)cc1,1%
O=[N+]([O-])CC(=Nc1ccc(F)cc1)N/N=C\c1oc(O)c2ccccc12,-4%[57.5 µM]
COCCNC(=O)C(=O)NNC(=O)COc1ccc(OC)cc1,-2%
CS(=O)(=O)CCNCc1nc(-c2ccc3ncnc(Nc4ccc(OCc5cccc(F)c5)c(Cl)c4)c3c2)cs1,1µM*
CCN1CCCC1CNCc1cccc(OC)c1OCc1ccc(F)cc1 (stereo not given),7%
Cc1c(NC(=O)CSCc2c(F)cccc2Cl)c(=O)n(-c2ccccc2)n1C,-4%
O=C(Cn1cc(S(=O)(=O)Cc2ccccc2)c2ccccc21)Nc1ccccc1,3%
Cc1cccn2c(=O)c(/C=C(\C#N)C(N)=O)c(N3CCN(Cc4ccc5c(c4)OCO5)CC3)nc12,6%
CC(NC(=O)/C(C#N)=C/c1ccco1)c1ccccc1 (stereo not given),-19%[57.5 µM]
O=S(=O)(c1ccccc1)N1CCN=C1SCc1ccccc1Cl,1%
CC(=O)NC(CCC(=O)O)C(=O)O (stereo not given),-26%
Cc1nn(-c2ccccc2)c2c1C(c1ccc(F)cc1)C(C#N)=C(N)O2 (stereo not given),-3%
Cc1ccc(CN2CCN(/N=C\C=C\c3ccccc3)CC2)cc1,?
CN(Cc1ccno1)Cc1cn(Cc2ccccc2)nc1-c1ccc2c(c1)OCO2,0%
CCOC(=O)C1CCN(C(=O)Nc2cccc(OC)c2)CC1,2%[57.5 µM]
CCS(=O)(=O)c1ccc(O)c(NC(=O)COc2ccc(Br)cc2)c1,-8%
O=C(c1ccc(COCC(F)(F)F)o1)N1CCCC1,1%
CNC(=O)c1oc(-c2ccccc2)nc1C,-3%
O=C(N/N=C/c1cc(Cl)cc([N+](=O)[O-])c1O)c1cc(-c2ccccn2)nc2ccccc12,1%[57.5 µM]
CCc1sc(C(=O)NCc2ccccc2)cc1C,-12%
CCOC(=O)c1c(NC(=O)Cn2nc(C(=O)O)c3ccccc3c2=O)sc(CC)c1C,-11%
CNc1nnc(-c2ccc(OC)cc2)s1,-4%
O=C(COC(=O)c1cccnc1Cl)NCc1cccs1,23%
COc1ccccc1N1CCN(c2ncnc3nc[nH]c23)CC1,-1%
CC(Nc1oc(-c2ccco2)nc1C#N)c1ccccc1 (stereo not given),-1%
CCCOc1ccc(N2C(=O)CC(SCCc3nc4ccccc4[nH]3)C2=O)cc1 (stereo not given),12%
C/C(=N/NC(=O)c1ccoc1C)c1ccc(N2CCOCC2)cc1,1%
CCOC(=O)c1c(O)c(Cl)c(C)[nH]c1=O,3%
CC(Sc1ccc(Cl)cc1)C(=O)Nc1ccccc1-c1ccccc1 (stereo not given),12%
COc1ccc(/C=C/C(=O)NCc2ccccn2)cc1,1%
O=C(O)c1ccccc1-n1ncc2c1/C(=C/c1ccc(Cl)cc1)CC2,-9%[57.5 µM]
Cn1nc(Oc2ncc(C(F)(F)F)cc2Cl)cc1C(F)(F)F,-2%
COc1ccccc1N1CCN(C(=O)CSc2nc(-c3ccccc3)cc(=O)[nH]2)CC1,10%
O=C(NNc1cccc(Cl)n1)Nc1cccc(C(F)(F)F)c1,5%
CC12COC3(C(=O)Nc4ccc5ccccc5c4)CC1CCC32C (stereo not given),3%
CN1CCC(N(C)C(=O)COc2ccc(S(=O)(=O)N3CCOCC3)cc2)CC1,-6%[57.5 µM]
Cc1ccc(Oc2ncccc2COC(=O)Nc2ccccc2C)cc1,-2%
CC1C(NC(=O)/C(=N/OC(C)(C)C(=O)O)c2csc(N)n2)C(=O)N1S(=O)(=O)O (stereo not given),5%
Cc1ccccc1CSCCNC(=O)COc1ccc(Cl)cc1,7%
C=CCN(CC=C)CCOc1cccc(Oc2ccccc2)c1,-3%
COC(=O)c1ccc(NC(=S)N2CCC(C(N)=O)CC2)cc1,-2%
